# GFP derepression – derepresses silenced GFP locus in mouse C127i cells | mouse C127i GFP locus derepression, cytometry, 30 h | Potency, µM (series often up to 46.1 µM), for the others: at the highest dose GFP derepression (activation) | actives 0.09% (n = 68,000); further: % of control where 0% means no effect
#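 Read-out is the number of GFP-positive cells, scored as fluorescent objects 20 to 120 um wide, reflecting derepression of a silenced CMV-GFP reporter in murine C127i cells after 30 h compound exposure at 37 C.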
# HBB splicing – modulators of hemoglobin beta chain splicing. HBB splicing reporter cell assay, activation; EGFP reporter with mutant IVS2-654 intron; response scale: normalised to 500 nM splice-correcting PNA. actives 0.06% (n = 65,000). Potency, µM (highest dose often 46.1 µM), for the others: top-dose activation, actives largely listed as activators. AID 925; further: potency means the concentration at half of the fitted maximal effect; 0% is about no effect
#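 Compounds were applied for 2 days to HeLa EGFP-654 cells, 500/well in Optimem with 2% FCS. The reporter's EGFP is disrupted by mis-splicing of beta-globin intron IVS2-654. Readout: summed well GFP fluorescence from 488 nm laser scanning; reference was 500 nM antisense […] 654 PNA.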
# Fluorescein fluor – compound fluoresces in the fluorescein spectral region | Compound autofluorescence, 480/540 nm, fluorescein-equivalent; stronger effect = higher value | actives 0.91% (n = 59,000) | max fluorescein-equivalent concentration, M; in the data active means max fluorescein-equivalent concentration above about 10 nM; inconclusive means between about 1.1 nM and that limit
#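 Tris 100 mM pH 8.0; 15 min RT; CCD read, ex 480/em 540 nm. Output: fluorescein-equivalent concentration per compound concentration, from six-point dye series on each plate.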
# CRE Fsk mod – CRE-bla signaling modulation under forskolin stimulation; actives 2.5% (n = 71,000); CHO CRE-bla reporter (cAMP response element driving beta-lactamase), forskolin EC10, beta-lactamase ratio; Potency, µM (highest dose often 38.2 µM), without a hit: at the top dose activity change, negative = inhibition, hits mostly activators; active means well fitted activation curve with a large enough effect in the signal ratio, with a control signal flat, not every such curve was filed as active; inconclusive means small, poorly fitted or top-dose-only effect, or effect the other way, or a change in a side signal; the % refers to the signal ratio; further: potency means the concentration at half of the fitted maximal effect; % of control where 0% means no effect
#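 Cells were plated overnight at 37 °C, exposed to compound titrations plus EC10 NKH 477 for 3 h, then given CCF4 dye for 2 h at room temperature. Blue/green (460/530 nm) ratio was converted to %Activity and AC50 values calculated.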
# TexasRed autofl – Texas Red region autofluorescence; Compound fluorescence, Texas Red channel, 547/618 nm; stronger effect = higher value; AID 587; actives 0.06% (n = 59,000); max dye-equivalent concentration, M; in the data active means max dye-equivalent concentration above about 10 nM; inconclusive means between about 1.1 nM and that limit
#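 qHTS profiling of intrinsic compound fluorescence; 100 mM Tris pH 8.0; 15 min RT; ex 547 / em 618 nm; response expressed as Texas Red dye-equivalent concentration from six-point plate standard.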
# 4MU fluor – compounds fluorescent in 4-MU spectral region. compound autofluorescence, 340/450 nm, 4-MU equivalents; stronger effect = higher value. max dye-equivalent concentration, M. actives 11% (n = 59,000); in the data active means max dye-equivalent concentration above about 10 nM; inconclusive means mostly about 1.1 nM to 9.6 nM
#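 Compounds in 100 mM Tris, pH 8.0, sat 15 min at room temperature before fluorescence was read at 340 nm excitation/450 nm emission; a per-plate six-point 4-MU standard curve converted signals to dye-equivalent concentration at each compound concentration.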
# A350 fluor – compound fluoresces in the Alexa 350 spectral region; Compound autofluorescence, 340/450 nm, Alexa 350 dye-equivalents; stronger effect = higher value; max dye-equivalent concentration, M; actives 11% (n = 59,000); AID 590; in the data active means max dye-equivalent concentration above about 10 nM; inconclusive means mostly about 1.1 nM to 9.6 nM
# ERK AVP block – blocks ERK signaling stimulated by vasopressin; Potency, µM (titrated, usually from 57.5 µM), inactives show at the top dose activity, negative = inhibition, most hits filed as inhibitors; AID 995; HEK293-V1b, vasopressin-stimulated pERK AlphaScreen; actives 0.99% (n = 72,000); further: potency means the concentration at half of the fitted maximal effect; on the % scale 0 is the no-effect control and ±100 the full control effect; nearly all actives have a fitted effect of over 55% in size
#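 V1b-HEK293 cells; cpd 30 min 37C; 25 nM vasopressin 5 min; lyse 10 min; AlphaScreen beads 5 hr RT. Normalized to DMSO basal and 25 nM vasopressin; AC50 by Hill fit.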
# Luciferase inh – blocks Photinus pyralis firefly luciferase activity | P08659 | purified firefly luciferase, luminescence, 8 min | Potency, µM (highest dose often 57.1 µM), without a hit: at the top dose activity change, negative = inhibition, hits mostly inhibitors | actives 2.2% (n = 72,000); further: potency means the concentration at half of the fitted maximal effect; on the % scale 0 is the no-effect control and ±100 the full control effect; nearly all actives have a fitted effect of over 40% in size
# Target sequence (P08659 whole entry, looked up): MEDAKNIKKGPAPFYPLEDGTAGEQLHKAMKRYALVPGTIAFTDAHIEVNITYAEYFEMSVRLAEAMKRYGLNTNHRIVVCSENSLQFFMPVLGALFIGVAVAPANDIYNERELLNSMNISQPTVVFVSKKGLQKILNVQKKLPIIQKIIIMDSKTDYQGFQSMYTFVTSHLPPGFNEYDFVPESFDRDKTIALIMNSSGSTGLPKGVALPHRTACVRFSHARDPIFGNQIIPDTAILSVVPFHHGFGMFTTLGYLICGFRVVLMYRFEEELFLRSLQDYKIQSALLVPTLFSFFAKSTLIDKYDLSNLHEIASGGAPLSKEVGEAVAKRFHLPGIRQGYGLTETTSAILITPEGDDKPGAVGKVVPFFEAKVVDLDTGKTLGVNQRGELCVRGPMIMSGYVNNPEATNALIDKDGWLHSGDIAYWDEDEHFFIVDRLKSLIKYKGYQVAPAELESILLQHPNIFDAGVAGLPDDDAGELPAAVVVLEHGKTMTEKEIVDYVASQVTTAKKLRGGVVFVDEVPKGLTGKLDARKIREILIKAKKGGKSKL
#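 qHTS concentration-response profiling: light output of P. pyralis luciferase with luciferin and 10 uM ATP, imidazole buffer pH 7.2. Read by luminescence after 8-min room-temperature incubation.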
# Hsp90 Hop PPI – changes Hsp90-Hop TPR2A binding signal, up or down; AlphaScreen TPR2A-His6 binding biotin-Hsp90 C-terminal peptide; Potency, µM (top dose mostly 57 µM), for inactives: top-dose activity change, negative = inhibition; actives 0.44% (n = 71,000); AID 595; active means well fitted curve in either direction with a large enough effect; inconclusive means small, poorly fitted or top-dose-only effect, or another doubt; further: potency means the concentration at half of the fitted maximal effect; on the % scale 0 is the no-effect control and ±100 the full control effect; many of its hits are not listed in these tables
# Ub-GFP proteasome – inhibits proteasome, raising ubiquitin-GFP reporter fluorescence; Ubiquitin-GFP reporter cells, proteasome inhibition, GFP fluorescence; response scale: untreated = 0%, 10 µM MG-132 = 100%; Potency, µM (highest dose often 45.9 µM), inactives show top-dose activation (GFP accumulation), usual class: activators; 67,000 tested, under 10 active; AID 526; active means well fitted activation curve with a large enough effect, not every such curve was filed as active; inconclusive means small, poorly fitted or top-dose-only effect, or another doubt; inactive means no such curve, though single readings can be large or run the other way; further: potency means the concentration at half of the fitted maximal effect
#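 U2OS Ub(G76V)-GFP reporter; O/N plating, 0.5% FBS; cpd 46 uM–2.9 nM, 4 h, 37 °C; GFP+ cell count, 488/515 nm; norm. to basal vs 10 uM MG-132; CRC fit.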
# Starred values were filed as active, the others as inactive; i = inactive; ? = inconclusive; nt = no result given; & = joins results of further samples; [ ] = another dose, or the depositor's remark. Unless noted, the call rests on the fitted dose curve; in most records, active means well fitted curve in the direction sought with a large enough effect; inconclusive means small, poorly fitted or top-dose-only effect, or another doubt; inactive means no such curve, though single readings can be large; an effect the other way counts as inactive or inconclusive.
SMILES,GFP derepression,HBB splicing,Fluorescein fluor,CRE Fsk mod,TexasRed autofl,4MU fluor,A350 fluor,ERK AVP block,Luciferase inh,Hsp90 Hop PPI,Ub-GFP proteasome
CCOC(=O)N1CCC(NC(=O)COc2cc(=O)n(C)c3ccccc23)CC1,-3%,-0.7%,nt,?,nt,nt,nt,-16%,-3%,0%,-10%
Cc1cc(NCCCN2CCOCC2)n2ncc(-c3ccc(Cl)cc3)c2n1,-2%,-1.2%[57.5 µM],i,1.6µM*,?,7e-08M*,8.4e-08M*,-2%,-1%,2%,3%
CSc1nc(-c2ccco2)nn1C(=O)c1ccco1,nt,-1.0%,nt,-5%,nt,nt,nt,14%,-4%,-4%[2.3 µM],-7%
CN(C)c1ncc2nc(CCc3ccccc3)c(=O)n(Cc3cccs3)c2n1,0%[9.22 µM],-0.3%,?,10µM*,i,1.7e-08M*,2.1e-08M*,63%[activator],1%[11.4 µM],25µM*,5%
Cc1c(C(=O)NCCCN2CCCC2=O)oc2ccccc12,-3%,-0.4%,i,?,i,i,i,-28%,-1%,-4%,-2%
CCC(=O)O[C@H](CC(=O)O)C[N+](C)(C)C,1%,nt,nt,-8%,nt,nt,nt,-15%,2%,-5%,0%
COc1ccc(CSc2nncn2N)cc1Br,2%,-2.4%[0.0738 µM],nt,11%[7.6 µM],nt,nt,nt,-11%,-2%,-4%[11 µM],15%[9.17 µM]
CCc1nnc(NC(=O)CCC(=O)N2CCN(Cc3cc(F)ccc3OC)CC2)s1,1%,-0.9%,i,?,i,?,?,-6%,-9%,-6%,-2%
CCCCOCCCNC(=O)c1ccc(NC(C)=O)cc1,3%,0.7%[0.0738 µM],nt,-18%[7.6 µM],nt,nt,nt,-16%,-1%,-6%[11 µM],-2%[9.17 µM]
CCOC(=O)C1CCN(C(=O)CCNC(=O)Cn2ccc3ccccc3c2=O)CC1,-1%,4.4%,i,?,i,?,?,-1%,3%,-5%,5%
COc1ccc(-c2nc(CSCC(=O)N3CCN(C(=O)c4ccco4)CC3)c(C)o2)cc1OC,nt,-0.4%,nt,?,nt,nt,nt,6%,1%,-4%[2.3 µM],9%
CC(=O)N1CCC2(CC1)CCN(C(=O)Nc1cccc(C#N)c1)CC2,-2%[9.22 µM],6.5%,i,-1%,i,i,i,-10%,0%[11.4 µM],-4%,2%
CC(=O)Nc1ccc(S(=O)(=O)N[C@H](C(=O)O)C(C)C)cc1,3%,2.2%,?,-1%,?,i,i,6%,4%,-5%,-3%
COc1ccc2c(c1)CCc1c(C(=O)NC3CCCCC3)noc1-2,-2%,1.3%,?,?,i,i,i,21%,-13%,1%,-15%
COCCn1c(=O)c(-c2cccc(C#N)c2)nc2cnc(Nc3ccccc3)nc21,0%[9.22 µM],11%,?,?,i,i,i,-8%,1%[11.4 µM],-5%,?
COc1[nH]c2ccc(F)cc2c1C(=O)OCC1CCN(CCNS(C)(=O)=O)CC1,0%&-2%,1.2%,?,?,i,i,i,18%&-3%,-8%&-7%,-3%&-6%,3%&-3%
CCOC(=O)C1C(=O)CC(=O)CC1CC(C)SCC (stereo unspecified),0%,-1.0%,i,0%,?,i,i,-13%,3%,-4%,-5%
O=C(CSc1nccn1-c1cccc(Cl)c1)NC1CCCC1,-2%,0.1%,i,-12%,i,i,i,18%,1%,-8%,-12%
Cc1[nH]nc(N=CC2=C(O)CC(c3ccco3)CC2=O)c1-c1ccccc1 (stereo unspecified),0%,-1.0%[57.5 µM],?,?,i,3e-08M*,3.2e-08M*,-2%,-4%,3%,-6%
Fc1ccc(-c2nnc3ccc(N4CCCC4)nn23)cc1,-2%,0.4%,nt,18%,nt,nt,nt,-13%,-10%,-1%,-5%
COc1ccc(Cl)cc1C(=O)Nc1ccc(NC(=O)c2ccco2)cc1,-4%,-0.8%[9.22 µM],nt,22%,nt,nt,nt,-27%,2%,-3%,4%
O=C(NCc1ccccn1)c1ccc(=O)oc1,0%[20.6 µM],nt,i,nt,i,5.1e-08M*,5.7e-08M*,nt,0%[25.5 µM],nt,nt
CCN(CC)CCN1C(=O)C(=O)/C(=C(/O)c2c(C)[nH]c(C(=O)OC)c2C)C1c1cccnc1 (stereo unspecified),5%,2.2%,?,-5%,i,i,i,9%,3%,-2%,-7%
COCC(=O)N(Cc1cc2ccccc2[nH]c1=O)c1ccc(OC)cc1,10%,-2.4%,i,-9%,i,i,i,-20%,2%,-3%,1%
CCN1CCN(C(=O)c2ccc3c(=O)n(C4CCCC4)c(=S)[nH]c3c2)CC1,0%,2.0%,i,-13%,?,i,i,12%,1%,-2%,-7%
COc1ccc(OC)c(C2C=C(c3ccc(C)c(C)c3)Nc3nnnn32)c1 (stereo unspecified),1%,-5.7%,i,?,i,i,i,14%,1%,6%,0%
Cn1c(=O)c2c(nc(CN3CCc4ccccc4C3)n2Cc2ccc(Cl)cc2)n(C)c1=O,0%,1.2%[0.369 µM],?,7%,i,i,i,-2%,-1%,-3%,-1%
O=C(NCc1cccs1)C1CCN(c2ccc(S(=O)(=O)N3CCOCC3)cc2Cl)CC1,3%,nt,?,?,i,i,i,?,2%,0%,-4%
COc1ccc(-c2nnnn2-c2ccccc2OC)cc1,0%,0.6%,?,?,i,?,?,8%,1%,-5%,7%
COc1ccc(C2C3=C(CCCC3=O)Nc3nc4ccccc4n32)cc1OC (stereo unspecified),0%,3.8%,i,2%,i,1e-07M*,7.6e-08M*,-23%,0%,-1%,-3%
Cc1cccc2cc(C#N)c(NCCNS(=O)(=O)c3ccc4c(c3)OCCO4)nc12,0%,nt,i,13µM*,i,1e-07M*,9.6e-08M*,-10%,2%,25%,-4%
CCCCNC(=O)Nc1cnn(CC)c1C(N)=O,-2%,3.7%[1.84 µM],i,?,?,i,i,7%,1%,-2%,6%
Cc1cnc(C(=O)OCC(=O)Nc2ccc(Cl)cc2)cn1,-2%,0.0%[57.5 µM],i,-4%,?,i,i,4%,-5%,-2%,-1%
Cn1c(=O)oc2cc(S(=O)(=O)Nc3cccc(C(=O)O)c3)ccc21,-1%,nt,i,2%,i,i,i,-11%,1%,-4%,-2%
Cn1c(-c2ccc(C(C)(C)C)cc2)n[nH]c1=S,4%,-1.9%[9.22 µM],nt,16%,nt,nt,nt,-4%,-4%,-8%,-2%
Cc1ccc(C)c(N(C(=O)Cn2nnc(-c3cccs3)n2)C(C(=O)NC2CC2)c2ccc(C)o2)c1 (stereo unspecified),-1%,nt,i,4%,i,i,i,-7%,5%,-2%,0%
CC1=C(C(=O)OC2CCCCC2)C(c2ccco2)n2ncnc2N1 (stereo unspecified),nt,-0.1%,nt,?,nt,nt,nt,nt,0%,-9%,8%
CN(C)c1nc(Oc2ccc(/C=N/O)cc2)nc(N(C)C)n1,2%,-0.3%,nt,?,nt,nt,nt,?,1%,2%,-1%
N#Cc1nc(-c2ccccc2Cl)oc1N1CCOCC1,0%,-0.9%,i,?,?,2.5e-08M*,2.8e-08M*,?,-2%,-22%,4%
COc1ccc(/C=N/c2nc3ccccc3n2C)cc1OC,3%,1.4%,i,?,i,i,i,9%,20µM*,-1%,?
COC(=O)C1CCCN1C(C(=O)NC1CCCCC1)c1ccc(Cl)cc1 (stereo unspecified),0%,0.4%,nt,-1%,nt,nt,nt,-1%,1%,-2%,3%
Cc1cc(=O)oc2cc(OCC(=O)N3CCCC(C)C3)ccc12 (stereo unspecified),0%,-4.7%,?,10%,?,?,?,4%,4%,-1%,0%
Cn1c(=O)c2c(SCC(N)=O)nc(CC(C)(C)C)nc2n(C)c1=O,nt,-0.7%,nt,25%,nt,nt,nt,nt,1%,-7%,4%
Cc1cnc(C(=O)OCC(=O)N2CCc3ccccc3C2)cn1,1%,0.0%[57.5 µM],?,-4%,i,i,i,-3%,-19%,-6%,3%
COc1ccc(C(=O)N2CCC(N3CCN(c4ccccc4)CC3)CC2)cc1OC,-4%[20.6 µM],nt,i,nt,i,i,i,nt,0%[25.5 µM],nt,nt
COc1ccc(-n2c(=O)c3ccccc3n(CC(=O)Nc3cc(C)on3)c2=O)cc1OC,0%,-1.6%,i,?,i,i,i,-7%,-2%,4%,-1%
CCCC(=O)N1CCc2cc(-c3nc(N)sc3C)ccc21,-5%,nt,i,16%,?,?,?,-11%,?,-13%,1%
CCC(C(=O)O)n1c(C(F)(F)F)nc2ccccc21 (stereo unspecified),-4%,-1.1%,?,?,?,i,i,11%,1%,-1%,-1%
COCCSc1nnc(NC(=O)Cc2cccs2)s1,5%,-1.4%,i,?,?,i,?,-2%,-1%,-5%,-6%

# The list is partial; rates above refer to the full screens.
